Source: PubChem BioAssay
KDM5B inhibitor = KDM5B demethylase inhibition; KDM5B demethylase, FDH-coupled NADH fluorescence (FDH is formaldehyde dehydrogenase); Q9UGL1; AID 1347165; 220,000 tested, 2.6% active; Potency, µM (titrated, usually from 57.7 µM), for inactives: at the top dose activity change, negative = inhibition, most hits filed as inhibitors; active = well fitted inhibition curve with a large enough effect; inconclusive = small, poorly fitted or top-dose-only effect; inactive = no such curve, though single readings can be large or run the other way; also: 0% is about no effect; nearly all actives have a fitted effect of over 70% in size
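Measured: NADH fluorescence change, 30 min, RT. System: KDM5BΔAP 200 nM final, H3K4me3 peptide, α-KG, Fe(II), ascorbate, NAD⁺ plus FDH, pH 7.5 HEPES. Compounds: titrated, 10 min pre-incubation with enzyme.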
* marks the source's active call; other numbers are inactive results; ? = inconclusive; [ ] = another dose, or the depositor's remark. Potency is read from the fitted curve at half-maximal effect.

Start of the listing, in advance:
SMILES | KDM5B inhibitor
Cc1cc(C)n2nc(C(=O)N[C@H](c3ccccn3)C3CC(O)C3)nc2n1 (some centres not stated) | -13%
COc1ccc(C(=O)Nc2ccc3oc(C)nc3c2)c(OC)c1 | -7%

This part in full, from the first entry:
SMILES | KDM5B inhibitor
Cc1cc(C)n2nc(C(=O)N[C@H](c3ccccn3)C3CC(O)C3)nc2n1 (some centres not stated) | -13%
COc1ccc(C(=O)Nc2ccc3oc(C)nc3c2)c(OC)c1 | -7%
CCOC(=O)C(=O)NN=C(c1ccccc1)c1ccccc1 | -3%
CC(C)C(=O)N1Cc2ccccc2CC2(CCCN(C)C2)C1 (configuration not stated) | 11%[149 µM]
Cc1cccc(-c2cccc(N)c2)c1 | ?
O=C(Nc1ccccc1)N1CCC(N2CC(OCC3CC3)C23CCOCC3)CC1 (configuration not stated) | 9%
COC1CCN(CC2CCCCCN2C(=O)c2ccccc2)CC1 (configuration not stated) | -11%
CCOc1ccccc1C(=O)N1CCC(Oc2nccnc2N(C)C)C1 (configuration not stated) | -23%
COc1ccc(-c2cc3nc(C)c(CCC(=O)N4CCN(c5cccc(Cl)c5)CC4)c(C)n3n2)c(OC)c1 | ?
Cc1ccc(-c2cc(Nc3ccccc3C(F)(F)F)nc(C)n2)cc1 | -3%
O=C(COC(=O)Cc1n[nH]c(=O)c2ccccc12)Nc1ccc2ccccc2c1 | 15%
C=CCNc1nc(C(=O)OCC(=O)NC(C)c2ccc(F)cc2)cs1 (configuration not stated) | -25%
CCCNC(=O)COc1ccc2ccc(=O)oc2c1 | ?
CCNc1c(NC(=O)NC(C)C)c(=O)oc2ccccc12 | 23%
N#CCCN(CCC#N)C(=O)COc1cc(Cl)ccc1C(N)=O | 18%
COc1cc(CNC(=O)c2cc(-c3ccccc3)n[nH]2)cc(OC)c1OC | 18%
CC(C)CC(NC(=O)C(CCC(=O)OCc1ccccc1)NC(=O)OC(C)(C)C)C(=O)OCc1ccccc1 (configuration not stated) | 4%
Cc1cccc(C(=O)Sc2ccc(Cl)cc2)c1 | 8%
Cc1ccc(S(=O)(=O)Cc2nnnn2-c2ccccc2)cc1 | 19%
O=C(O)c1cc(-c2ccccc2F)on1 | 11%
Cn1nc(C(=O)NCc2ccc(Cl)cc2)c2ccccc2c1=O | -2%
COc1ccc(CN2C(=O)[C@@H]3C[C@@H](O)CN3C3(CN(Cc4cnc5ccccc5c4)C3)C2=O)cc1 | -14%
CCn1ncc(NC(=O)Cn2ncc3cc(-c4ccc(C(=O)N(C)C)cc4)ccc32)n1 | ?
CCCCNC(=O)c1ccc(C#N)cc1 | 2%
O=c1[nH]c(C2CCN([S+](=O)([O-])c3cccc(C(F)(F)F)c3)CC2)nn1-c1ccc(Cl)cc1 | 4%
O=C(NCC1Cn2cccc2C(=O)N1Cc1ccccc1)c1cc(F)ccc1F (configuration not stated) | -22%
Cc1cc(C[C@@H]2COC[C@@H]2NC(=O)CN(C)Cc2cccnc2)on1 | -10%
Cc1nc2c(c(=O)[nH]1)C(c1cc(F)ccc1F)CC(=O)N2 (configuration not stated) | 26%
Cc1cc(=O)oc2cc(OCC(=O)NCC3(N4CCN(C)CC4)CCCCC3)ccc12 | -16%
O=C(Nc1cccc(F)c1)Nc1ccc(=O)n2c1[C@@H]1C[C@@H](CN(C(=O)COc3ccccc3)C1)C2 | 142%[activator]
CCOC(=O)CC(NC(=O)Cn1nnc(-c2ccccc2F)n1)c1ccccc1Cl (configuration not stated) | -12%
COc1ccccc1C(=O)Nc1ccc2oc(-c3ccc4ccccc4c3)nc2c1 | -96%
Cc1ccccc1NC(=O)c1cccc2c(=O)c3c([nH]c12)CCCC3 | -3%
O=C(CSc1cccc[n+]1[O-])NN(c1ccccc1)c1ccccc1 | 10%
Cc1ccc(S(=O)(=O)N(C)C2CCc3ccccc32)cc1 (configuration not stated) | -20%[86.2 µM]
Cc1c(O)ccc2c(CN3CCCCC3)cc(=O)oc12 | ?
CC(=O)c1cccc(NC(=O)CC2SC(c3cc4ccccc4oc3=O)=NC2=O)c1 (configuration not stated) | ?
CCc1cccc(NC(=O)Nc2ccc(OC)cc2)c1 | 8%
Cc1ccccc1NC(=O)CSC1CCCC1 | 13%
COc1ccc(/C=C/C(=O)NC2CCCC2)c(OC)c1 | -16%
COCCOCc1nc(C2CCCN2C(=O)Nc2ccc(F)cc2F)no1 (configuration not stated) | 28%
C(=C\c1ccccc1)/CNC1CC1 | 21%
CC(=O)c1ccc(S(=O)(=O)N2CCn3cccc3C2c2ccccc2F)cc1 (configuration not stated) | ?
Cc1cc(C)n(-c2ncnc3sc(C)c(-c4ccc(F)cc4)c23)n1 | ?
COCCNC(=O)[C@@H]1C[C@@H](O)CN1C1CCN(C(=O)c2ccccc2OC)CC1 | -19%
CC(C)C[C@H](CO)NC(=O)C[C@@H]1c2nc(-c3cccnc3)sc2C[C@@H]2[C@](C)(CO)[C@H](O)CC[C@]21C | 32µM*
CC1(C)[C@H]2CC[C@@H](CNC(=O)c3cccc4[nH]ccc34)[C@@H]1C2 | 32µM*
O/N=C/c1ccc(OCc2ccccc2)cc1 | ?
CC(C)C(=O)/C(C#N)=C\c1ccc(-c2ccccc2F)o1 | 8%
Cc1c(CCC(=O)NCCc2ccc(F)cc2)c(=O)oc2c(C)c(O)ccc12 | ?
Cc1nnc(NC(=O)c2ccc3ccccc3c2)s1 | ?
O=C(NC1(c2cccc(Cl)c2)CCC1)NC1(c2cccc(Cl)c2)CCC1 | 10%
O=S(=O)(N[C@H]1CO[C@H]2[C@@H]1OC[C@@H]2n1nnnc1-c1ccc2c(c1)OCO2)c1ccc2ccccc2c1 | ?
Cc1ccsc1-c1[nH]nc2ncc(-c3ccccc3F)nc12 | 10%[86.2 µM]
O=C(NCc1ccco1)[C@@H]1Cc2nc[nH]c2CN1Cc1ccc(C(F)(F)F)cc1 | -23%[86.2 µM]
COC1CCOC2(CCN(C(=O)CCc3ccccc3)CC2)C1 (configuration not stated) | -3%
Cc1ccc(OCC(=O)N2CC3CC(C2)[C@H]2CCCC(=O)N2C3)cc1 (some centres not stated) | -1%
COc1ccc(C2c3ccsc3CCN2C(=O)C(C)(C)C)cc1 (configuration not stated) | 4%
COc1ccccc1NC(=O)Cn1c(C)cc(=O)c2cccc(OC)c21 | -3%
CCCNc1nc2ccccc2nc1C(=O)Nc1cc(OC)c(OC)c(OC)c1 | 11%

Given as labelled records: 2 of the compounds above
CC1(C)[C@H]2CC[C@@H](CNC(=O)c3cccc4[nH]ccc34)[C@@H]1C2
- KDM5B inhibitor: 32µM*
O/N=C/c1ccc(OCc2ccccc2)cc1
- KDM5B inhibitor: ?

The list goes on.
SMILES | KDM5B inhibitor
O=C(Nc1ccc2ncnc(N3CCCCC3)c2c1)c1ccc(F)cc1 | 17%
COCc1ccccc1CNC(=O)c1sccc1C | 6%
O=C(NCc1ccc(F)cc1)C1CCCN(c2ncnc3onc(-c4ccc(F)cc4)c23)C1 (configuration not stated) | -9%
Cc1cc(Nc2cc(Cl)ccc2C)n2nc(-c3ccccc3)nc2n1 | -3%
C#CCNC(=O)c1sc(C(C)C)nc1C | 13%
CN(Cc1ccccc1)C(=O)[C@@H]1Cc2nc[nH]c2CN1C(=O)CCC(=O)O | ?
O=C(c1cccc(Cl)c1)N1CCn2c(nn(-c3ccc(F)cc3)c2=O)C1 | -8%
CN(C)C[C@H]1O[C@@H](CO)[C@@H](O)[C@H]1N1CCCC1 | -10%[115 µM]
Nc1cccc(S(N)(=O)=O)c1 | 17%
Cc1ccc(/C=C/c2onc(C)c2S(=O)(=O)N2CCC(C(=O)Nc3ccc(OC(F)(F)F)cc3)CC2)cc1 | -8%
CC(C)Cc1cc(C(=O)N[C@H]2CN(C(=O)N(C)C)C[C@@H]2C2CC2)nc(N)n1 | ?
O=C(CC[C@@H]1CNC(=O)[C@@H]2C[C@H](NC(=O)Nc3ccsc3)CN12)NCc1cccs1 | 9%
Cn1cccc1C(=O)N1CCCC(n2cc(-c3nc(C4CC4)no3)nn2)C1 (configuration not stated) | 18%
CC1=C(C(=O)Nc2ccccc2)C(c2ccc(C(C)C)cc2)NC(=O)N1 (configuration not stated) | 17%
N#C/C(=C\c1ccc(Cl)cc1)c1nc2ccccc2[nH]1 | ?

Next section, overlapping the part above by 2 compounds.
SMILES | KDM5B inhibitor
CC1=C(C(=O)Nc2ccccc2)C(c2ccc(C(C)C)cc2)NC(=O)N1 (configuration not stated) | 17%
N#C/C(=C\c1ccc(Cl)cc1)c1nc2ccccc2[nH]1 | ?
Cc1cc(C)cc(Nc2cc(C(=O)NCc3ccccc3)c3ccccc3n2)c1 | ?
Cn1ccnc1CN1CCCC(CCc2ccccc2)C1 (configuration not stated) | -7%
Cc1noc(C)c1CCCNC(=O)c1ccc(NC[C@H]2C[C@H]3C=C[C@H]2C32CC2)nc1 | ?
O=C(NCc1ccccc1C(F)(F)F)C1CCN(C(=O)C2CCC2)CC1 | 3%
CN(C)Cc1cn([C@H]2CO[C@H]3[C@@H]2OC[C@@H]3NC(=O)NC2CCCCC2)nn1 | -15%[86.2 µM]
CCC(C(=O)OC)n1cnc2c(cnn2-c2ccc(F)cc2)c1=O (configuration not stated) | -7%
O=C(C[C@H]1NC(=O)c2ccccc2NC1=O)Nc1ncc[nH]1 | 1%
COc1cc2c(cc1OC)C(c1cc(OC)c(OC)cc1[N+](=O)[O-])N(C(C)=O)CC2 (configuration not stated) | 10%
O=C(C1CCCCC1)N1CC[C@H](c2nc3ccccc3s2)C1 | -16%[86.2 µM]
CCOC(=O)c1nnc2c(-c3ccc(Cl)cc3)c(C)nn2c1N | 2%
O=C(O)CO[C@@H]1COCC[C@H]1NC(=O)CCCn1cncn1 | -19%
C=CCn1c(SCC(=O)OCc2ccccc2)nc2c1c(=O)[nH]c(=O)n2C | 8%
Cc1cc(C(=O)N2CCN(S(=O)(=O)c3ccc(F)cc3F)CC2)c(C)n1Cc1ccco1 | -8%
CCOc1cccc(-c2nc(C(=O)NCCc3ccccc3OC)cs2)c1 | ?
CCOc1ccccc1N1CCN(C(=O)[C@H]2CCC[C@H]2NC(=O)c2cnc(C)cn2)CC1 | 12%

Next section; it opens with the seven that closed the last part.
SMILES | KDM5B inhibitor
O=C(C1CCCCC1)N1CC[C@H](c2nc3ccccc3s2)C1 | -16%[86.2 µM]
CCOC(=O)c1nnc2c(-c3ccc(Cl)cc3)c(C)nn2c1N | 2%
O=C(O)CO[C@@H]1COCC[C@H]1NC(=O)CCCn1cncn1 | -19%
C=CCn1c(SCC(=O)OCc2ccccc2)nc2c1c(=O)[nH]c(=O)n2C | 8%
Cc1cc(C(=O)N2CCN(S(=O)(=O)c3ccc(F)cc3F)CC2)c(C)n1Cc1ccco1 | -8%
CCOc1cccc(-c2nc(C(=O)NCCc3ccccc3OC)cs2)c1 | ?
CCOc1ccccc1N1CCN(C(=O)[C@H]2CCC[C@H]2NC(=O)c2cnc(C)cn2)CC1 | 12%
Cc1ccc(NS(=O)(=O)c2ccc3c(c2)CCN3C(=O)C2CC2)c(C)c1 | -12%
CC1CCC2(CC1)NC(=O)N(CC(=O)Nc1ccccc1C(F)(F)F)C2=O (configuration not stated) | 23%
CCCN(CC(=O)Nc1ccccc1C)C(=O)c1nn(CC)c(=O)c2ccccc12 | 11%
CCOC(=O)c1c(CN2CCC(C(N)=O)CC2)nc2ccccc2c1C | -1%
O=C(c1ccc2ccccc2n1)N1C[C@@H](CO)[C@H](c2ccncc2)C1 | 15%
O=C(c1ccco1)N1CCc2nc3cc(-c4ccccc4Cl)[nH]n3c(=O)c2C1 | ?
COc1ccc(CC(=O)N2CCN(c3nc(-c4ccc(Cl)cc4)no3)CC2)cc1OC | -6%
COc1ccc(C(=O)N2CCC(C3CCN(C)CC3)C2)cc1F (configuration not stated) | 16%
CCc1ccc(CNC(C)CC)cc1 (configuration not stated) | -2%
CCCCC(=O)N/N=C(\C)Cc1ccccc1 | 8%
Cc1cc(C)c2nc(SCC(=O)Nc3sccc3C(N)=O)cc(C)c2c1 | 0%
COc1ccc(Nc2ncc3c(n2)CCN(Cc2cc(Br)cs2)C3)c(OC)c1 | -16%
CCC1Oc2ccc(C)cc2N(CC(=O)NCC2CCCO2)C1=O (configuration not stated) | 5%
COc1ccc2cc(C(=O)NCc3ccccc3)[nH]c2c1 | 11%
CCc1cc(C(=O)O)cs1 | -5%
O=C(NCCc1ccccc1)c1ccc(CSc2nc3ccncc3n2Cc2ccccc2)cc1 | -18%
COc1ccc(CC2(CO)CCN(Cc3cnn(-c4ccc(F)cc4)c3)CC2)cc1 | 3%
O=C(NCCc1ccc(Cl)cc1)c1ccc(CS(=O)(=O)Cc2ccc(F)cc2)o1 | -13%
N#Cc1cc2c(nc1N1CCN(C(C(=O)O)c3c[nH]c4cc(F)ccc34)CC1)CCCC2 (configuration not stated) | ?
COc1cc(-c2nc3cc(NC(C)=O)ccc3o2)cc(OC)c1OC | ?
Cc1nc(CCNC(=O)NC2CCCC2)no1 | 18%
COc1cc(CNC(=O)C2Cn3cccc3C(=O)N2CC(C)C)cc(OC)c1 (configuration not stated) | -2%
O=C(Nc1ccc2oc(-c3ccccc3)nc2c1)C1CCN(c2cnn(Cc3ccccc3)c(=O)c2)C1 (configuration not stated) | 18µM*
Cc1ccc(-c2cc3c(=O)n(CCNC(=O)c4cccc(N(C)C)c4)ccn3n2)cc1C | 18µM*
Cc1oc2cc(OCC(=O)NC3CCS(=O)(=O)C3)ccc2c(=O)c1Oc1ccccc1 (configuration not stated) | ?
N#CCc1ccc(NC(=O)CNc2cccc(Cl)c2F)cc1 | 3%
COc1ccc(NC(=S)N(CCC(C)C)C(C)c2ccncc2)cc1 (configuration not stated) | 34%
CCC(=O)N1N=C(c2c(-c3ccccc3)c3cc(C)ccc3[nH]c2=O)CC1c1ccco1 (configuration not stated) | ?

These rows are one share of the data (hit frequency here may not be typical).
